ARNT-TACC3 inh = disruptors of human ARNT/TACC3 interaction | Q9Y6A5 | AlphaScreen His-ARNT PAS-B/GST-TACC3 binding, luminescence; TACC3 fragment carries E629A point mutation | inhibition, % at 9.99 µM | 0.66% of 390,000 active | AID 623870;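 active = mean inhibition of replicates at least 50% and at least half of replicates each reaching 50%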;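 note: 0% = complete ARNT plus TACC3 wells and 100% = ARNT alone without TACC3; many hits fall short of the cut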
RAD54 branch = inhibitors of human RAD54 branch migration; Q92698; RAD54 Holliday junction branch migration, FAM/BHQ fluorescence; inhibition, % at 10.4 µM; 0.14% of 360,000 active; AID 602329;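 active = mean normalized replicate activity at least 40 and at least half of replicates scoring 40 or more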;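 note: 0% = median of neutral control wells and 100% = median of positive control wells; inhibitors cause a drop in the FAM fluorescence signal; in these data hits start at about 50%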
esBAF inh = blocks esBAF chromatin remodeling in mouse ES cells; 2% of 350,000 active; Bmi1-luciferase knock-in reporter, 24 h; 100% = twice the neutral-well signal; reporter increase, % at 12.5 µM; AID 602393; in the data active = activation above about 40%;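 note: 0% = median of the plate's neutral control wells and 100% = double that signal; a rise in the Bmi1 reporter signal indicates esBAF inhibition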
ERp5 block = ERp5 (human) disulfide isomerase inhibition; Q15084; ERp5 insulin aggregation, absorbance 650 nm, 90 min; inhibition, % at 9.99 µM; 0.05% of 350,000 active;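 active = mean replicate inhibition above about 25%, with every replicate also reaching it, limit read from the data, passing the limit was not always enough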
RAD52 inh = blocks human RAD52 DNA annealing; P43351; recombinant RAD52 DNA annealing, FRET fluorescence; inhibition, % at 18.7 µM; 0.46% of 360,000 active; AID 651710;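 active = every replicate showing at least 50% inhibition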
Target sequence (P43351 whole entry, looked up): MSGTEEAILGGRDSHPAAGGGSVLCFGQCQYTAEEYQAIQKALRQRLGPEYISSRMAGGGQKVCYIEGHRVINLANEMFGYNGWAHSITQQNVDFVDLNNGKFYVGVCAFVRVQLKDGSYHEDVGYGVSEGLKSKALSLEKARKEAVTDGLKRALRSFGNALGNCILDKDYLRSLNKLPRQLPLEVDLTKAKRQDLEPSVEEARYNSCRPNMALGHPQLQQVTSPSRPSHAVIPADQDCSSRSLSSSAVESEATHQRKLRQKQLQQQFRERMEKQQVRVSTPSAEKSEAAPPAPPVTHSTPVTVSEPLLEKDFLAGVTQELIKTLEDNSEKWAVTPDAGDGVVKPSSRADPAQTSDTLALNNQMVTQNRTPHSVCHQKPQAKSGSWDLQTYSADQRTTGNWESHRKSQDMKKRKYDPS
Casp6 inh = inhibitors of human caspase-6. purified caspase-6, Z-VEID-R110 cleavage fluorescence. 0.53% of 350,000 active. AID 686996. inhibition, % at 12.5 µM;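 active = mean inhibition across replicates at least about 35%, with every replicate also reaching that limit, limit read from the data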;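 note: 0% = median of neutral control wells and 100% = no fluorescence left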
PglD DTNB = PglD (C. jejuni) enzyme inhibition. purified PglD enzyme, DTNB colorimetric CoA detection. inhibition, % at 12.5 µM. 0.098% of 360,000 active; in the data active = inhibition above about 16%, passing the limit was not always enough; note: strong numbers were not always called active
E-sel inducer = E-selectin induction on HUVECs; P16581; HUVEC E-selectin immunofluorescence imaging; normalized: neutral wells 0, TNF-alpha wells 100; activation, % at 7.58 µM; 0.37% of 260,000 active; AID 686992;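 active = mean E-selectin-positive cell signal at least 10% of the positive control, reached in at least 60% of replicates, without over 20% cell loss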;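 note: in these data hits start at about 27%; measured in HUVEC primary endothelial cells; signal is the percent of cells scored E-selectin positive by PE staining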
Target sequence (P16581 whole entry, looked up): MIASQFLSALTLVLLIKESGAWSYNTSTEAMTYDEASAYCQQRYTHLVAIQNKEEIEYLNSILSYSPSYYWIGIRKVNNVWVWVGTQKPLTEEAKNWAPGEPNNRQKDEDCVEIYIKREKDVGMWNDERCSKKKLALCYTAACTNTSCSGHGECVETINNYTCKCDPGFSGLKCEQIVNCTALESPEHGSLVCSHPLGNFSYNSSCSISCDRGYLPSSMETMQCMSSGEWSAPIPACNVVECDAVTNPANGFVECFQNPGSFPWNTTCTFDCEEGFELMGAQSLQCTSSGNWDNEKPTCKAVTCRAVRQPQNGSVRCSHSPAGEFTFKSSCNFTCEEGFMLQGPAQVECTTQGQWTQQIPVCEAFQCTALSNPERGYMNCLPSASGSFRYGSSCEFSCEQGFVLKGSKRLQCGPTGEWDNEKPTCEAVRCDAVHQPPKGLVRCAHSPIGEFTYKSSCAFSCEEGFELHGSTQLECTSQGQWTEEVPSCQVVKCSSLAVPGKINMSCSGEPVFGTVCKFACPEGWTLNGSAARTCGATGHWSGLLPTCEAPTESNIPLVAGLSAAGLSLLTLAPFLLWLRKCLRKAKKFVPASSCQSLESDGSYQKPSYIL
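assay system = HUVEC, human umbilical vein endothelial cells | input = 3,000 HUVEC seeded per well | medium = EGM-2 growth medium on 0.1% gelatin-coated wells | dosing = one compound dose added by pin transfer | signal = immunofluorescence imaging | read-out basis = % PE-positive cells | control set = TNF-alpha, DMSO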
* marks the source's active call; other numbers are inactive results; x = no result given.

No. | SMILES | ARNT-TACC3 inh | RAD54 branch | esBAF inh | ERp5 block | RAD52 inh | Casp6 inh | PglD DTNB | E-sel inducer
1 | O=C(NC(=S)NNC(=O)c1ccccc1[N+](=O)[O-])c1ccc(Br)cc1 | 17 | -5 | 20 | -6 | -2 | 23 | 1 | 0.1
2 | O=C(N/N=C/c1sc(N2CCOCC2)nc1-c1ccccc1)c1cccc(S(=O)(=O)N2CCCC2)c1 | -7 | x | x | 4 | -219 | -2 | x | 0.7
3 | O=C(COC(=O)COc1ccc(Br)cc1)NC1CCCC1 | -7 | -8 | 2 | -2 | 1 | -3 | 1 | 0.0
4 | CC1N=C(N)C(c2nc3ccccc3n2C)=C1O (stereo not given) | -17 | x | x | 1 | -13 | -1 | x | x
5 | Cc1ccc(CNC(=O)CSc2ncc(C(=O)Nc3ccccc3)c(=O)n2C)cc1 | -1 | x | x | 1 | 2 | 2 | x | -0.1
6 | COc1ccccc1CNC(=O)CN1C(=O)NC2(CCOc3ccccc32)C1=O (stereo not given) | -2 | 1 | 1 | -8 | -7 | 5 | 1 | -0.4
7 | Cc1cccc(N2CCN(C(=O)CCNS(=O)(=O)c3ccc4c(c3)oc(=O)n4C)CC2)c1C | 0 | -9 | -2 | 2 | -10 | 5 | -1 | x
8 | COc1ccc(-c2nc(Cn3c(SCc4ccccc4F)nc4ccncc43)c(C)o2)cc1 | -7 | 9 | 4 | 9 | 8 | 2 | 1 | 0.2
9 | CCc1ccc(-c2nc(CSCC(=O)NCc3ccco3)c(C)o2)cc1 | -3 | x | x | -4 | -27 | 16 | x | 2.0
10 | O=C(N[C@@H]1CC[C@H](CCn2cc(-c3ccccc3F)nn2)O[C@@H]1CO)c1ccc2c(c1)OCO2 | -2 | -13 | 11 | -2 | 14 | -1 | 9 | -0.1
11 | Cc1ccc(C(=O)N/N=C\c2ccncc2)s1 | x | -2 | 15 | -2 | -7 | 0 | -1 | -0.3
12 | S=C1NCCOCCOCCOCCN1 | -1 | -4 | -12 | x | x | x | 0 | x

Another view of some results above:
(8) COc1ccc(-c2nc(Cn3c(SCc4ccccc4F)nc4ccncc43)c(C)o2)cc1
  ARNT-TACC3 inh: -7	RAD54 branch: 9	esBAF inh: 4	ERp5 block: 9	RAD52 inh: 8	Casp6 inh: 2	PglD DTNB: 1	E-sel inducer: 0.2

(9) CCc1ccc(-c2nc(CSCC(=O)NCc3ccco3)c(C)o2)cc1
  ARNT-TACC3 inh: -3	RAD54 branch: x	esBAF inh: x	ERp5 block: -4	RAD52 inh: -27	Casp6 inh: 16	PglD DTNB: x	E-sel inducer: 2.0

(10) O=C(N[C@@H]1CC[C@H](CCn2cc(-c3ccccc3F)nn2)O[C@@H]1CO)c1ccc2c(c1)OCO2
  ARNT-TACC3 inh: -2	RAD54 branch: -13	esBAF inh: 11	ERp5 block: -2	RAD52 inh: 14	Casp6 inh: -1	PglD DTNB: 9	E-sel inducer: -0.1

(11) Cc1ccc(C(=O)N/N=C\c2ccncc2)s1
  ARNT-TACC3 inh: x	RAD54 branch: -2	esBAF inh: 15	ERp5 block: -2	RAD52 inh: -7	Casp6 inh: 0	PglD DTNB: -1	E-sel inducer: -0.3

Remaining list, next part:
No. | SMILES | ARNT-TACC3 inh | RAD54 branch | esBAF inh | ERp5 block | RAD52 inh | Casp6 inh | PglD DTNB | E-sel inducer
13 | COc1ccc(NC(=O)Nc2ccc3c(c2)C(=O)N([C@H](C)CO)C[C@H](C)[C@H](CN(C)S(=O)(=O)c2ccccc2)OCCCC[C@@H](C)O3)cc1 | -11 | -7 | 10 | 0 | -2 | 3 | -1 | x
14 | O=C(NCC[C@H]1CC[C@H](NC(=O)C2CCC2)[C@@H](CO)O1)c1cnccn1 | x | -2 | 0 | -9 | 3 | -3 | 0 | -0.8
15 | COc1ccccc1NC(=O)N1C[C@@H](O)COC[C@@H]2O[C@H](CC(=O)NCCc3ccncc3)CC[C@H]21 | -10 | 4 | 1 | -1 | -7 | -2 | 2 | 0.0
16 | C[C@@H]1CN([C@H](C)CO)C(=O)Cc2cc(NC(=O)C3CCCCC3)ccc2O[C@@H]1CN(C)S(=O)(=O)c1cccs1 | 0 | 2 | 2 | -1 | 1 | 2 | -3 | 0.9
17 | CC(=O)N1CCc2c(sc(NC(=O)CN3C(=O)CCC3=O)c2C(N)=O)C1 | 1 | -4 | 7 | 3 | -18 | 7 | -4 | 0.7
18 | Cc1ccc(N2CC(C(=O)Nc3nccs3)CC2=O)cc1 (stereo not given) | -2 | 6 | -3 | x | x | x | -1 | x
19 | CCOc1ccc(/C(O)=C2/C(=O)C(=O)N(c3ncccn3)C2c2ccccc2)cc1 (stereo not given) | -4 | -3 | 20 | 4 | -10 | -1 | -4 | x
20 | Cc1cc(C)nc(-n2nc(C)cc2NC(=O)CN2CCc3ccccc3C2)n1 | 7 | 4 | -1 | 0 | -45 | x | -4 | x
21 | Cc1ccccc1S(=O)(=O)NCC[C@@H]1CC[C@@H](NC(=O)C2CCOCC2)[C@@H](CO)O1 | -13 | 10 | -2 | -1 | 6 | 11 | 1 | 0.6
22 | COc1ccc(CCNC(=O)C2CCCN(S(=O)(=O)c3ccccc3)C2)cc1 (stereo not given) | -3 | -7 | -3 | -8 | -23 | 1 | -1 | -1.1
23 | CCOC(=O)c1ccc2c(c1)nc(SC/C(O)=C(\C#N)c1nc3ccccc3[nH]1)n2CC | -7 | -1 | -2 | x | x | x | 4 | x
24 | CN(C)C(=O)C[C@H]1CC[C@H]2[C@@H](COC[C@H](O)CN2Cc2ccc(C(F)(F)F)cc2)O1 | -13 | -12 | -2 | -2 | 3 | 0 | 1 | 0.2

Quoted from above, nos. 21–24
No. | SMILES | ARNT-TACC3 inh | RAD54 branch | esBAF inh | ERp5 block | RAD52 inh | Casp6 inh | PglD DTNB | E-sel inducer
21 | Cc1ccccc1S(=O)(=O)NCC[C@@H]1CC[C@@H](NC(=O)C2CCOCC2)[C@@H](CO)O1 | -13 | 10 | -2 | -1 | 6 | 11 | 1 | 0.6
22 | COc1ccc(CCNC(=O)C2CCCN(S(=O)(=O)c3ccccc3)C2)cc1 (stereo not given) | -3 | -7 | -3 | -8 | -23 | 1 | -1 | -1.1
23 | CCOC(=O)c1ccc2c(c1)nc(SC/C(O)=C(\C#N)c1nc3ccccc3[nH]1)n2CC | -7 | -1 | -2 | x | x | x | 4 | x
24 | CN(C)C(=O)C[C@H]1CC[C@H]2[C@@H](COC[C@H](O)CN2Cc2ccc(C(F)(F)F)cc2)O1 | -13 | -12 | -2 | -2 | 3 | 0 | 1 | 0.2

Further structures follow:
No. | SMILES | ARNT-TACC3 inh | RAD54 branch | esBAF inh | ERp5 block | RAD52 inh | Casp6 inh | PglD DTNB | E-sel inducer
25 | Cc1onc(-c2ccccc2)c1C(=O)Nc1cccnc1 | 3 | -1 | -2 | 3 | -12 | -1 | -2 | x
26 | Cc1ccc(C)n1-c1nn(S(=O)(=O)c2cccc3cccnc23)c2cccc(F)c12 | -1 | -3 | x | 6 | -7 | -6 | 2 | -0.1
27 | Cc1cc2nc(-c3ccc(SCC(=O)Nc4ccc5c(c4)OCCO5)nc3)[nH]c2cc1C | -2 | -1 | 3 | 4 | -27 | 2 | 6 | x
28 | COc1ccc(CCNC(=O)CCCCC(=O)NCCc2ccc(OC)c(OC)c2)cc1OC | -17 | x | x | -6 | -6 | 5 | x | x
29 | Cc1ccc(C)c(OCCC(=O)N2CCN(S(=O)(=O)c3cc(F)ccc3F)CC2)c1 | -6 | -8 | -2 | 4 | -18 | 45* | 5 | 0.3
30 | CC(C)CCN1CCC(n2nccc2NC(=O)c2ccc3c(c2)OCO3)CC1 | 2 | -1 | 6 | -2 | -9 | -8 | -9 | 1.8
31 | COc1ccc(OC)c(NC(=O)C2C(C(=O)O)C3(Cl)C(Cl)=C(Cl)C2(Cl)C3(Cl)Cl)c1 (stereo not given) | -3 | x | x | 5 | -20 | 2 | x | x
32 | CCc1ccc(NC(=O)COC(=O)CC2CCCC2)cc1 | -1 | x | x | 4 | -3 | 1 | x | 0.0
33 | O=C(C[C@@H]1CC[C@@H]2[C@H](COC[C@H](O)CN2Cc2cccc(Cl)c2)O1)NCc1cccc(F)c1 | -1 | 3 | 10 | -4 | -3 | 0 | 4 | 0.7
34 | CCN(CC)CCNC(=O)c1ccc(NC(=O)C2CCN(c3ncnc4sc(C)c(C)c34)CC2)cc1 | 7 | 17 | -5 | 1 | 27 | -45 | -4 | -0.1
35 | Cc1cc(C)n(CC2CC(=O)N(c3ccc(Cl)c(Cl)c3)C2=O)n1 (stereo not given) | -8 | 6 | -6 | x | x | x | -2 | x
36 | Cc1ccccc1NC(=O)/C(=C/c1ccccc1)c1ccccc1 | 6 | -8 | -1 | -7 | -10 | 1 | -3 | x
37 | Cc1ccc(NC(=O)C2CSC3(C)CCC(=O)N23)cc1S(=O)(=O)N1CCOCC1 (stereo not given) | 4 | 8 | 10 | 2 | -15 | -5 | 0 | -0.7
38 | CCc1nnc(NC(=O)CSc2nnc(-c3ccc(S(=O)(=O)N4CCCC4)cc3)n2CC)s1 | -7 | 2 | -4 | -5 | 2 | 0 | 3 | x
39 | Cc1csc(=O)n1CCC(=O)OCC(=O)NNC(=O)c1ccccc1 | 5 | x | x | 13 | -9 | 1 | x | -1.3
40 | COC(=O)Nc1ccc(S(=O)(=O)NCCO)cc1 | -2 | -6 | -10 | x | x | x | -3 | 0.7
41 | COc1cccc(NC(=O)C(C)Sc2nnc(C3CC3)n2C2CC2)c1 (stereo not given) | -2 | 1 | 5 | -1 | -13 | 0 | 1 | x
42 | CCc1ccccc1NC(=O)CN1CCN(C(=O)CNC(=O)c2ccc(N3CCCC3=O)cc2)CC1 | -2 | 7 | -8 | -7 | -12 | -1 | 1 | x
43 | COc1ccc(OC)c(NC(=O)c2cc3c(=O)n4ccccc4nc3n2C)c1 | 3 | 7 | -7 | 0 | 5 | 0 | -1 | -0.2
44 | CC1CCN(C(=O)CSc2nc(=O)n3ccccc3n2)CC1 | -3 | -2 | -5 | 7 | -5 | 1 | 5 | 0.1
45 | CCc1ccc(C(=O)OCC(=O)NC2CCCC2)cc1 | -2 | -3 | -3 | 5 | -8 | -2 | -6 | -0.1
46 | O=C(Cc1ccccc1)c1nc2ccccc2s1 | 3 | 4 | x | x | x | x | -4 | 0.7
47 | COc1ccc(N(C(=O)c2cccc(OC)c2OC)C2C=CS(=O)(=O)C2)cc1 (stereo not given) | -4 | 8 | -2 | -3 | 3 | -3 | -1 | x
48 | C[C@@H]1CN([C@@H](C)CO)C(=O)c2cc(NC(=O)Nc3ccc(F)cc3)ccc2O[C@H]1CN(C)C | -1 | 11 | 3 | 2 | 17 | 1 | -3 | -2.6
49 | CCC(CO)Oc1cc(NCc2cccnc2)c2ncn(C(C)C)c2c1 (stereo not given) | 21 | -16 | -1 | x | x | x | 0 | -0.2
50 | Cc1ccccc1Nc1nc(N)nc(COC(=O)c2nn(C)c(=O)c3ccccc23)n1 | x | -4 | -3 | 5 | -5 | -4 | 6 | x
51 | COCCNC(=O)c1cccc(OC2CCN(Cc3ccc(C(=O)OC)cc3)CC2)c1 | -11 | -1 | -2 | 2 | -17 | -1 | 3 | 0.0
52 | C#CCOCCOCCOCCNc1nc(N2CCN(C(=O)[C@H](Cc3ccc(O)cc3)n3cc([C@@H](N)CC(C)C)nn3)CC2)nc(N2CCN(C(=O)[C@H](Cc3cc4ccccc4[nH]3)n3cc([C@@H](N)CC(C)C)nn3)CC2)n1 | x | x | x | -3 | 6 | -29 | x | 0.2
53 | Oc1ccc(Nc2nc(-c3ccccc3F)nc3ccccc23)cc1 | 2 | 7 | 4 | 2 | 6 | 1 | -2 | 0.2
54 | C=C(C)CSc1nc2nc(C)c(Br)cc2[nH]1 | -8 | 9 | 20 | x | x | x | 1 | x
55 | COc1ccc(S(=O)(=O)NC(=O)C2(C)CCN2C(=O)c2cccc(F)c2)cc1 (stereo not given) | x | -3 | -2 | -4 | -6 | 0 | -1 | x
56 | COCCC(=O)N1CCC(Oc2ccc(C(=O)N(C)C3CCCCC3)cc2)CC1 | -4 | -4 | 16 | 3 | -14 | -3 | -17 | 0.1

Screening data (PubChem)
